# Keap1 Nrf2 FP – inhibitors of human Keap1-Nrf2 protein-protein interaction; Keap1 Kelch-Nrf2 peptide fluorescence polarization, 1536-well; inhibition, % at 9.4 µM; AID 504523; hit rate 0.15% among 340,000; Q14145; in the data active = inhibition above about 12%;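 also: human Keap1 Kelch domain with fluorescein labeled Nrf2 9mer peptide probe; 0% = neutral control wells and 100% = peptide positive control; higher means more block of Keap1 binding to Nrf2 peptide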
# Cardiac RTF inh – cardiac RTF calcium desensitization. P19429+P45379. hit rate 0.12% among 340,000. inhibition, % at 7.15 µM. IANBD-labeled cardiac RTF, Ca2+ fluorescence;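 active = inhibition above the mean inhibition of all tested compounds plus 3 SD, cut at about 17% in these data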;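 also: assay run at fixed EC70 calcium of 1.6 mM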
# CAL PDZ FP-1 – human CAL PDZ-peptide interaction inhibition; Q9HD26; purified CAL PDZ, TMR-peptide fluorescence polarization, 1 h; inhibition, % at 20 µM; hit rate 0.02% among 330,000; AID 504414;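 active = highest replicate inhibition of at least 40%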;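 also: plate controls were DMSO neutral control wells for no effect and unlabeled competitor peptide control wells for full effect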
#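 Material: tagged CAL PDZ domain; buffer or medium: 25 mM sodium phosphate pH 7.4, 150 mM NaCl, TCEP, IgG, Thesit; compound dosing: single point, 20 µM; schedule: 1 h incubation at room temperature before polarization reading; measured by: FP readout, S and P plane fluorescence; read-out basis: percent inhibition from loss of millipolarization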
# SR-BI DiI-HDL act – activators of SR-BI mediated HDL lipid uptake; hit rate 0.096% among 320,000; activation, % at 12.5 µM; CHO ldlA[mSR-BI] cells, DiI-HDL uptake fluorescence, 3 h; 100 = double the neutral-control signal; AID 504775;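 active = mean replicate activation of at least 60% and every replicate at or above 60%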;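 also: 0% = median plate neutral-control signal and 100% = twice that signal; values of inactives mirror those of a sister screen read the other way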
#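 Material: SR-BI-overexpressing, LDLR-lacking CHO cells | Dosing: Single compound concentration, delivered by pin transfer | Probe or stimulus: Labelled HDL, 10 µg/mL | Signal: Bottom-read cell fluorescence after medium removal, ex 550/em 595 nm | Schedule: 3 h, 37 °C | Evaluation: HDL uptake via cellular fluorescence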
# C-LANA FP – blocks KSHV LANA C-terminal domain binding to DNA; MBP-C-LANA/FAM-LBS DNA binding, fluorescence polarization; hit rate 0.078% among 340,000; inhibition, % at 9 µM;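 active = highest replicate inhibition at or above 60% at 9 µM, even if other replicates fall short; inactive = all replicates below 60% inhibition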;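 also: 0% = neutral control wells and 100% = 4 µM acridine orange control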
# Rtt109 Vps75 – blocks Candida albicans Rtt109/Vps75 acetyltransferase activity; Q5AAJ8; purified Rtt109/Vps75, ThioGlo CoA-SH fluorescence, 4 h; inhibition, % at 34.9 µM; hit rate 0.16% among 330,000;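 active = inhibition of at least 50% in every replicate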
# Target sequence (Q5AAJ8 whole entry, looked up): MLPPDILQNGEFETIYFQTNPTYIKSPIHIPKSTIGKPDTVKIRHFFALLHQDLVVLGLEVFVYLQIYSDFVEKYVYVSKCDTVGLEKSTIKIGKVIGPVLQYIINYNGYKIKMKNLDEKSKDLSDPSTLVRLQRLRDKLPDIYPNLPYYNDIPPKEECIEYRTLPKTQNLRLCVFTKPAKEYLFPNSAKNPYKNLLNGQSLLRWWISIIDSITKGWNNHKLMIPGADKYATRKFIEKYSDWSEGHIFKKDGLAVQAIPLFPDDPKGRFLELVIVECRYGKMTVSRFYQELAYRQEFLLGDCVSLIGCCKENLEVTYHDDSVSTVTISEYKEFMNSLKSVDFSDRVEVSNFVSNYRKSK
# CAL PDZ FP-2 – inhibitors of human CAL PDZ peptide binding; inhibition, % at 24.9 µM; Q9HD26; AID 602252; hit rate 0.92% among 300,000; purified CAL PDZ, TMR-peptide fluorescence polarization, 1 h;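 active = mean inhibition of at least 30% with at least half of replicates also reaching 30%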;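 also: 0% = DMSO neutral control and 100% = excess unlabeled competitor peptide PRC23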
# RTF Ca sens act – cardiac RTF calcium sensitization; IANBD-labeled TnC RTF fluorescence at EC20 calcium; 0% EC20 calcium, 100% full calcium; activation, % at 7.2 µM; hit rate 0.24% among 340,000;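 active = activation above the mean over all tested compounds plus 3 SD, cut at about 30% in these data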;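 also: rise in fluorescence read as greater calcium sensitivity of cardiac thin filaments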
# PKA-R2B activ – activators of human PKA-R2B complex | activation, % at 11.4 µM | PKA-R2B holoenzyme dissociation, Cy5-IP20 fluorescence polarization; R2B truncated from residue 108, S112A mutant; 0% DMSO only, 100% 113 µM cGMP | P22694+P31323 | hit rate 0.079% among 340,000;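 active = activation above a cutoff set at the mean over all compounds plus 3 SD, cut at about 18% in these data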;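 also: higher means more holoenzyme dissociation and a rise in polarization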
# DAGLB inh – blocks human DAGLB lipase activity; Q8NCG7; inhibition, % at 5.17 µM; AID 504411; HEK293T DAGLB membrane lysate, EnzChek fluorogenic substrate; hit rate 0.059% among 340,000; in the data active = inhibition above about 34%;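 also: 0% = enzyme with vehicle and 100% = wells lacking enzyme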
# Target sequence (Q8NCG7 whole entry, looked up): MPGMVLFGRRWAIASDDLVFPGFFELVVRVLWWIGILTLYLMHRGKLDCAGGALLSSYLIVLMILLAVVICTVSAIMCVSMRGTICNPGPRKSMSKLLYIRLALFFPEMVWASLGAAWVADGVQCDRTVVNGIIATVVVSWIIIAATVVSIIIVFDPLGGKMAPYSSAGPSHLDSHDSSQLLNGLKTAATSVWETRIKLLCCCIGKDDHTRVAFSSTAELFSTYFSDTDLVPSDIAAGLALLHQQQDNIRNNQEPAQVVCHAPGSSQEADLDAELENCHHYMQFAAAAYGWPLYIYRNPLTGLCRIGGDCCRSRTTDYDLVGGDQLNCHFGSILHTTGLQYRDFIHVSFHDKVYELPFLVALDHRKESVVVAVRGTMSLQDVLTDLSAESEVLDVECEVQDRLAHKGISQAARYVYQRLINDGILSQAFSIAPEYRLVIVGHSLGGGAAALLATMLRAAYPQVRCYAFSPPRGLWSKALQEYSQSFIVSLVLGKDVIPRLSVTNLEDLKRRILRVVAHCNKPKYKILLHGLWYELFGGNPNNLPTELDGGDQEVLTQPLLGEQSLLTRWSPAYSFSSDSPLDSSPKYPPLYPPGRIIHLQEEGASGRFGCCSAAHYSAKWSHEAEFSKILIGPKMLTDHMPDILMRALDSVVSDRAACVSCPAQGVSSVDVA
# * marks the source's active call; other numbers are inactive results; / = no result given.
no.	Molecule	Keap1 Nrf2 FP	Cardiac RTF inh	CAL PDZ FP-1	SR-BI DiI-HDL act	C-LANA FP	Rtt109 Vps75	CAL PDZ FP-2	RTF Ca sens act	PKA-R2B activ	DAGLB inh
1	COc1ccccc1NC(=O)CSc1nc2sc3c(c2c(=O)n1-c1ccccc1)CCN(C)C3	-4.8	-9.8	-3.8	7.6	0.1	59.4*	-4.4	-2.5	5.1	5.1
2	CCOC(=O)c1ccc(NS(=O)(=O)c2ccc3[nH]c(=O)[nH]c3c2)cc1	-2.1	-5.7	-0.2	-9.0	0.6	-2.9	-1.3	-1.9	0.3	-0.9
3	COC(=O)c1cc(NC(=O)c2ccccc2F)cc(C(=O)OC)c1	0.3	1.2	-1.5	-60.6	1.2	0.1	/	0.1	-6.0	0.8
4	CC1CN(S(=O)(=O)c2cc(C(=O)N3CCCCC3C)ccc2Cl)CC(C)O1 (centres undefined)	-6.5	-6.5	-0.8	-23.4	-0.8	0.1	-3.9	-3.5	-11.3	0.7
5	CC(C)(C)c1ccc(-c2noc(-c3ccno3)n2)cc1	-0.8	-3.7	-1.0	-7.2	0.2	-3.4	-1.4	5.5	7.2	-8.8
6	OC(COc1ccc(OCc2ccccc2)cc1)CN1CCCCC1 (centres undefined)	-3.4	-5.3	-2.8	26.1	0.9	9.0	-1.0	5.8	11.8	-3.6
7	NC(N)=N/N=C/c1ccc2cccc(OCc3ccccc3)c2n1	-0.5	2.5	-3.2	-12.9	-2.7	-8.3	-1.6	5.2	-4.2	3.0
8	CN(CC(=O)NCc1ccc2c(c1)OCO2)S(=O)(=O)c1ccc(F)cc1	-6.1	-14.7	-1.2	/	0.6	16.7	/	3.7	3.5	1.1
9	C/C(CCc1ccccc1)=N\NC(=S)NCCc1ccccc1	-1.8	-9.6	-1.1	/	-0.9	-0.7	/	-1.8	-6.7	-3.2
10	CC(=O)CCc1c(C)nc2ccc(C)cc2c1Cl	2.2	-12.0	-1.2	-24.2	0.0	/	3.5	7.3	6.0	-2.4
11	CC(OC(=O)Nc1cccc(Cl)c1)C(=O)OC1CCCCC1 (centres undefined)	-1.8	6.0	-0.2	-8.2	0.1	0.9	2.3	-2.6	-2.7	-5.3
12	COc1cc(/C=N/n2c(-c3cc(C)[nH]n3)n[nH]c2=S)cc(OC)c1OC	-0.5	-0.8	-1.9	3.7	0.5	-0.7	33.7*	4.0	1.7	0.7
13	CC(=O)N/C(=C/c1ccc2c(c1)OCO2)C(=O)NCc1ccccc1	-1.9	0.6	-1.6	20.2	-0.4	-5.1	4.5	-5.0	4.2	0.9
14	Cc1coc2c(C)c3oc(=O)c(CCC(=O)NCCCn4ccnc4)c(C)c3cc12	-1.2	1.4	-1.1	-12.3	-1.3	0.7	0.6	-6.3	-18.3	0.5
15	C=CCn1c2c(c(=O)[nH]c1=S)CN(C(C)c1ccccc1)CN2 (centres undefined)	-5.4	-12.6	-0.7	/	0.1	0.4	-3.1	-6.9	-6.5	-0.7
16	Cc1ccc(NC(=O)c2ccccc2OCc2c(C)noc2C)cc1S(=O)(=O)N(C)C	1.3	-4.7	-1.2	-13.9	1.6	5.7	0.9	-1.3	-9.0	-0.6
17	COc1ccc(C(=O)O)cc1NCc1cccnc1	-0.3	0.0	-1.5	31.8	0.3	-8.3	4.1	4.3	5.9	1.0
18	C/C(=N\NC(=O)Cc1ccc(Cl)cc1)c1ccccn1	-1.8	-2.8	-0.8	27.3	1.1	1.9	-7.5	5.3	0.3	-0.7
19	Cc1ccccc1-n1c(SCC(=O)N2CCOCC2)nc(O)c(Cc2ccccc2)c1=O	-0.8	0.5	-3.2	6.3	0.4	-4.8	-2.1	4.5	-4.1	-1.0
20	CCOc1ccccc1NC1=C(Cl)C(=O)N(c2ccccc2)C1=O	-2.6	-0.8	-1.2	-17.8	0.5	4.2	-4.6	-4.9	-2.2	-3.0
21	COc1ccc(Cl)cc1-c1nc(SCC(=O)N(C)C)n[nH]1	-3.6	-5.5	-1.7	-15.4	-0.2	0.6	0.3	-0.9	4.3	0.4
22	COc1ccc(CCN(C)C(=O)c2ccc(C)c(S(=O)(=O)N3CCCCC3)c2)cc1OC	-3.9	-3.1	-1.1	-8.4	1.4	-1.0	-2.9	-0.9	6.3	1.1
23	COc1ccc2oc(C(=O)OCC(=O)NCc3ccco3)c(C)c2c1	-2.7	-10.6	-2.6	-3.9	0.7	-11.2	2.5	-3.3	-13.8	2.3
24	CCOC(=O)Cn1nc(C)n(-c2ccc(C(C)(C)C)cc2)c1=O	1.6	-9.9	-3.1	10.2	0.3	4.1	-2.3	3.8	0.3	2.9

# Record cards, as listed above.
# Listed for `Cc1coc2c(C)c3oc(=O)c(CCC(=O)NCCCn4ccnc4)c(C)c3cc12` → Keap1 Nrf2 FP: -1.2; Cardiac RTF inh: 1.4; CAL PDZ FP-1: -1.1; SR-BI DiI-HDL act: -12.3; C-LANA FP: -1.3; Rtt109 Vps75: 0.7; CAL PDZ FP-2: 0.6; RTF Ca sens act: -6.3; PKA-R2B activ: -18.3; DAGLB inh: 0.5
# Listed for `COc1ccc2oc(C(=O)OCC(=O)NCc3ccco3)c(C)c2c1` → Keap1 Nrf2 FP: -2.7; Cardiac RTF inh: -10.6; CAL PDZ FP-1: -2.6; SR-BI DiI-HDL act: -3.9; C-LANA FP: 0.7; Rtt109 Vps75: -11.2; CAL PDZ FP-2: 2.5; RTF Ca sens act: -3.3; PKA-R2B activ: -13.8; DAGLB inh: 2.3
# Listed for `COc1ccc(CCN(C)C(=O)c2ccc(C)c(S(=O)(=O)N3CCCCC3)c2)cc1OC` → Keap1 Nrf2 FP: -3.9; Cardiac RTF inh: -3.1; CAL PDZ FP-1: -1.1; SR-BI DiI-HDL act: -8.4; C-LANA FP: 1.4; Rtt109 Vps75: -1.0; CAL PDZ FP-2: -2.9; RTF Ca sens act: -0.9; PKA-R2B activ: 6.3; DAGLB inh: 1.1

# Excerpt, nos. 21–22
no.	Molecule	Keap1 Nrf2 FP	Cardiac RTF inh	CAL PDZ FP-1	SR-BI DiI-HDL act	C-LANA FP	Rtt109 Vps75	CAL PDZ FP-2	RTF Ca sens act	PKA-R2B activ	DAGLB inh
21	COc1ccc(Cl)cc1-c1nc(SCC(=O)N(C)C)n[nH]1	-3.6	-5.5	-1.7	-15.4	-0.2	0.6	0.3	-0.9	4.3	0.4
22	COc1ccc(CCN(C)C(=O)c2ccc(C)c(S(=O)(=O)N3CCCCC3)c2)cc1OC	-3.9	-3.1	-1.1	-8.4	1.4	-1.0	-2.9	-0.9	6.3	1.1

# Remaining list, next part:
no.	Molecule	Keap1 Nrf2 FP	Cardiac RTF inh	CAL PDZ FP-1	SR-BI DiI-HDL act	C-LANA FP	Rtt109 Vps75	CAL PDZ FP-2	RTF Ca sens act	PKA-R2B activ	DAGLB inh
25	CCSc1nnc(-c2cnn(-c3ccccc3)c2-n2cccc2)n1C	-1.6	4.5	-1.3	7.5	0.4	3.1	-4.0	-4.4	-9.7	-1.6
26	Cc1nc(CN2CCCC2=NC#N)n(-c2ccccc2)n1	-0.4	-0.2	-0.4	9.0	-2.2	-0.5	-0.6	-3.5	-7.7	-2.5
27	CCC(=O)N(Cc1cc2c(C)ccc(C)c2[nH]c1=O)C1CCCCC1	-5.3	-2.7	-1.4	/	0.5	26.6	-1.3	1.6	-8.8	2.7
28	C[n+]1cccc(C(=O)NCC2CCCO2)c1 (centres undefined)	-4.9	0.2	1.0	8.1	-2.0	-1.0	0.0	-0.4	-8.9	0.3
29	O=C(N/N=C/c1ccc(Cl)s1)C(O)c1ccccc1 (centres undefined)	-0.3	-3.7	-0.1	0.7	1.4	-3.1	/	3.9	-7.5	0.5
30	CCC1(C)Cc2c(sc3nnn(CC(=O)Nc4ccc(Cl)cc4)c(=O)c23)CO1 (centres undefined)	-1.4	-1.8	-1.8	-1.8	1.3	-0.7	0.6	7.0	-8.8	-2.0
31	COc1ccccc1CN(C)C(=O)c1ccc(S(=O)(=O)Nc2c(C)n(C)n(-c3ccccc3)c2=O)cc1	0.3	-8.0	-0.2	-0.4	-1.5	-4.9	-5.6	-7.8	-1.6	0.1
32	COc1ccc(OCC2NCCc3cc(OC)c(OC)cc32)cc1 (centres undefined)	-3.2	-2.7	-2.4	-0.4	-3.0	-3.4	-4.1	5.5	-3.1	4.6
33	O=C(Nc1ccc2c(c1)CCC2)Nc1ccccc1Cl	0.4	-8.5	-1.6	-22.5	-2.1	-12.0	15.4	5.0	5.3	-5.3
34	O=C(CCCOc1ccc(Cl)cc1)Nc1ccc(N2CCOCC2)cc1	-2.3	3.6	-2.9	-37.0	-0.6	/	-0.5	-6.2	-5.4	1.0
35	CCn1c(=O)c(C(=O)NNS(=O)(=O)c2ccc(Cl)cc2)c(O)c2ccccc21	-1.1	7.6	-0.7	-22.1	-1.1	-1.7	3.9	-5.7	18.4*	14.4
36	CC1(C)CC2CC(C)(CN2S(=O)(=O)c2cccc(N)c2)C1 (centres undefined)	-7.3	-2.6	-0.2	9.6	-0.8	-3.8	7.6	0.3	-8.2	-0.7
37	CCC(=O)c1ccc(OCC(=O)Nc2ccc(S(=O)(=O)Nc3cc(C)nc(C)n3)cc2)cc1	-1.1	-10.1	-1.5	6.5	2.4	-9.0	-1.2	4.4	3.0	-0.4
38	CCC(C)NCCC(=O)Nc1ccc(Cl)c(S(=O)(=O)Nc2ccc(Cl)cc2)c1 (centres undefined)	1.3	-3.2	-1.9	-4.4	-1.5	7.0	3.5	3.3	5.1	3.1
39	COc1ccc(-c2cc(C(=O)NC(Cc3c[nH]c4ccccc34)C(=O)O)c(C)o2)cc1OC (centres undefined)	2.8	-1.1	-1.8	5.4	-0.7	11.4	-2.8	4.8	3.4	3.7
40	Cc1noc(C)c1COC(=O)c1cc(C)n(-c2ccccc2)c1C	0.9	4.9	-1.8	19.3	-2.3	-1.3	-4.9	-4.2	-10.3	-10.2
41	CCOc1ccc(S(=O)(=O)N(C)c2ccc(OCC(=O)Nc3nc(-c4cc(OC)ccc4OC)cs3)cc2)cc1	1.3	-11.7	-0.1	-82.0	-2.2	0.0	-2.1	-0.4	-1.3	-4.2
42	O=[N+]([O-])c1ccc(N2CCN(S(=O)(=O)c3ccc(Cl)cc3)CC2)cc1NCc1cccnc1	-4.5	-0.1	-1.9	-9.9	2.2	8.6	0.1	0.9	0.7	2.5
43	O=C(O)c1ccccc1C(=O)N1CCN(c2cccc(Cl)c2)CC1	0.1	-9.1	-0.8	38.5	0.6	-7.1	-5.5	5.8	-3.6	-1.3
44	CC(C)N1C(=O)CSC1c1ccc(Br)cc1 (centres undefined)	2.6	2.4	-1.7	31.9	-0.6	/	-0.6	-3.8	1.3	-1.7
45	CCOC(=O)C1CCN(C(=O)COC(=O)CNC(=O)c2ccc(C(C)(C)C)cc2)CC1	2.7	-1.4	-0.4	7.9	-1.2	3.1	/	-5.4	11.9	-0.2

# This is a random part of the collection; overall some 1.6% were active at least once.
